Jurkat NFkB inh = inhibitors of induced NF-kB luciferase reporter, primary screen, TCR NF-kB activation inhibitor project, cell-based, luminescence, uHTS | Jurkat, PMA/ionomycin-induced NF-kB luciferase reporter | inhibition, % at 4 µM | AID 435003, 2010 | 330,000 compounds, 0.53% hits
UBC13 inh = UBC13 polyubiquitin chain formation inhibitors, primary screen, biochemical, TR-FRET, uHTS. Ubiquitin-conjugating enzyme E2 N (Homo sapiens), P61088. inhibition, % at 20 µM. 330,000 compounds, 0.47% hits. AID 485273, 2010; in the data active = inhibition above about 45%, passing the limit was not always enough
Target sequence (P61088 whole entry, looked up): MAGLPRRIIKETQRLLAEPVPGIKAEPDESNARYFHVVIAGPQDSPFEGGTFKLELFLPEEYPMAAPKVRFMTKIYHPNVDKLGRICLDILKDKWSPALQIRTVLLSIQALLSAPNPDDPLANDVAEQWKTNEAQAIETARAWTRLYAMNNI
CCR6 antagonist = CCR6 receptor antagonists, primary screen, cell-based, CHO-K1, luminescence, beta-arrestin, uHTS | C-C chemokine receptor type 6 (Homo sapiens), P51684 | CHO-K1 CCR6 PathHunter beta-arrestin, CCL20-stimulated | inhibition, % at 20 µM | 340,000 compounds, 0.49% hits;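 active = compounds whose inhibition of the agonist-driven luminescence signal at 20 µM reaches about 50%, limit read from the data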;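 also: cells stimulated with CCL20 at 14 nM final; plate controls were DMSO with CCL20 for no effect and DMSO without agonist for full effect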
Target sequence (P51684 whole entry, looked up): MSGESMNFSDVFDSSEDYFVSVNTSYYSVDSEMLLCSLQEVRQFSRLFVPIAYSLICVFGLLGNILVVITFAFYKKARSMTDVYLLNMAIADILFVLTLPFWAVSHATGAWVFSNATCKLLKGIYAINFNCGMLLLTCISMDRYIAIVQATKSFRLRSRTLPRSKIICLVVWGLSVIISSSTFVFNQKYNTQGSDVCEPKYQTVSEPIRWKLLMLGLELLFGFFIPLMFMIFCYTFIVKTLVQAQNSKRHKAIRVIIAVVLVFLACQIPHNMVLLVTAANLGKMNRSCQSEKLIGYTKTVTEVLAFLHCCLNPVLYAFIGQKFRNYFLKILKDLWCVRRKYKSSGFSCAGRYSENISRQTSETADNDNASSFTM
Apaf1 inhib = inhibitors of human Apaf-1 apoptosome, primary screen, biochemical, DEVD-Rh110 fluorescence, uHTS. AID 489030, 2010. reconstituted apoptosome caspase-3 activity. inhibition, % at 20 µM. 330,000 compounds, 0.71% hits. Apoptotic protease-activating factor 1 (Homo sapiens), O14727; active = inhibition of at least 40% at 20 µM;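 also: plate controls were DMSO wells for no effect and DEVD-CHO caspase inhibitor wells for full effect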
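Material: reconstituted apoptosome with Apaf-1, cytochrome c, caspase-9, procaspase-3, dATP. Technique: Rh110 fluorescence intensity. Buffer or medium: pH 7.5 Hepes buffer with CHAPS, BSA, DTT. Times: 30 min plus 50 min, RT.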
697 NFkB inh = inhibitors of PMA/ionomycin-induced NF-kB reporter, 697 cells, primary screen, B-cell NF-kB inhibitor project, cell-based, luminescence, uHTS; 330,000 compounds, 0.33% hits; 697 B-cell NF-kB luciferase reporter, 16 h; inhibition, % at 4 µM; in the data active = inhibition above about 35%
Gli-Sufu antag = Gli-Sufu pathway antagonists, primary screen, luciferase luminescence, Sufu-KO-LIGHT cells, uHTS; Sufu-KO-LIGHT fibroblasts, Gli luciferase reporter luminescence; inhibition, % at 5 µM; 340,000 compounds, 0.74% hits;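 active = inhibition above about 55%, limit read from the data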;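 also: 0% = DMSO-treated cells and 100% = wells with medium but no cells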
EBI2 antag = EBI2 receptor antagonists, beta-arrestin recruitment, primary screen, cell-based, luminescence, 7a,25-OHC stimulation, uHTS | G-protein coupled receptor 183 (Homo sapiens), P32249 | 360,000 compounds, 0.81% hits | inhibition, % at 5 µM | 7a,25-OHC stimulated; in the data active = inhibition above about 38%;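 also: enzyme fragment complementation signal reports receptor beta-arrestin coupling in cells; 0% = agonist plus DMSO wells and 100% = wells without agonist; some results beyond the cut were filed as inactive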
Target sequence (P32249 whole entry, looked up, the tested form may be a part): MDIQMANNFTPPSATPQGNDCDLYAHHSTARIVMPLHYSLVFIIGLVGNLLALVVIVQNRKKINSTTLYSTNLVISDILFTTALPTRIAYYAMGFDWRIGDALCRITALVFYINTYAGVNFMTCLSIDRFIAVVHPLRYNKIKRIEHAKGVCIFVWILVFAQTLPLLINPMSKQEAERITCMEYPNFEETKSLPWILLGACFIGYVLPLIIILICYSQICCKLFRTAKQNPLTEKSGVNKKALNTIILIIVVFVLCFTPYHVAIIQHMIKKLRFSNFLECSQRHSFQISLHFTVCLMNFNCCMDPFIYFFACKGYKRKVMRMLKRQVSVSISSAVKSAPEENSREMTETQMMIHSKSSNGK
SENP8 block = SENP8 protease inhibitors, primary screen, biochemical, luminescence; purified SENP8, Z-RLRGG-aminoluciferin cleavage; inhibition, % at 10 µM; Sentrin-specific protease 8 (Homo sapiens), Q96LD8; 330,000 compounds, 1.2% hits; AID 2540, 2010
* hit, by the source's call; · = no result given. Rule as the data show it, unless noted: active = inhibition above about 50%; inactive = the rest. These rows are one share of the data. The share of hits here may be higher or lower than overall.

SMILES	Jurkat NFkB inh	UBC13 inh	CCR6 antagonist	Apaf1 inhib	697 NFkB inh	Gli-Sufu antag	EBI2 antag	SENP8 block
CC[C@]12c3[nH]c4ccc(Cl)cc4c3CCN1C(=O)[C@@H](CC(=O)NCCCOC)C[C@@H]2C(=O)N1CCN(C(=O)c2ccco2)CC1	·	·	-2	8	3	0	-7	·
CCOC(=O)C1=C(C)N(C)C(=O)NC1c1ccccc1OC (stereo not drawn)	1	3	-9	10	1	-62	-3	-3
Cn1c(=O)n(CCOc2ccccc2Cl)c2ccccc21	-14	8	9	-5	-54	-12	0	-1
COc1ccccc1CNCC(=O)NCc1ccc(C)cc1	-15	10	-7	1	10	2	1	2
COc1cc(OC)c2c(-c3cccc(-c4cccc(C)c4)c3)cc(=O)oc2c1	·	·	21	20	-27	-26	16	·
COc1ccccc1N(CC(=O)NC(C)(C)C)C(=O)Cn1nnc(-c2ccc(C)o2)n1	3	8	3	-6	6	-5	-2	2
Cc1sc(NC(=O)C2C3CCC(O3)C2C(=O)O)c(C(=O)OC(C)C)c1-c1ccc(Cl)cc1 (stereo not drawn)	-19	-7	-14	-3	-22	46	2	4
COc1ccccc1NC(=O)c1c(C)nn(-c2ccccc2)c1Cl	-12	0	9	12	-25	12	-5	-2
CCOCCCN(C)C1CCN(C(=O)c2oc3ccccc3c2NC(=O)Cc2cccc([N+](=O)[O-])c2)CC1	-7	3	16	3	-16	0	-7	-12
CCN(CC(=O)NCc1cccs1)C(=O)CCOc1ccccc1	-1	15	8	-5	5	3	6	2
CCC(C)N(C(=O)CSc1nc(-c2ccccc2)cs1)C1CCS(=O)(=O)C1 (stereo not drawn)	-29	7	-7	1	8	10	5	0
CCNC(=S)Nc1ccc2c(c1)oc1ccccc12	-55	10	6	-5	-44	-35	13	7
Cc1ccc(NC(=O)CN2CCC(NC(=O)c3ccccc3F)CC2)cc1C	-7	6	0	-7	-2	-5	6	5
CCC1Nc2ncnc(N3CCCCC3)c2N(Cc2ccccc2)C1=O (stereo not drawn)	-14	2	15	7	-4	4	-15	-9
OCCC1CN(Cc2cnc(N3CCCC3)s2)CCN1Cc1ccccc1 (stereo not drawn)	3	-8	-3	4	-8	-26	-4	-5
O=C(Nc1ccccn1)C1CCN(S(=O)(=O)c2ccc3c(c2)OCCCO3)CC1	-6	-8	5	7	-8	-8	6	-1
CC1=C(C(N)=O)C(c2cccs2)n2ncnc2N1 (stereo not drawn)	-5	-15	-4	-13	-2	1	-2	-2
CS/C(=N\N(C)C(N)=O)c1ccccc1	-3	-3	-2	0	3	1	-10	-8
Cc1nn(C)c(C)c1S(=O)(=O)N1CCCC(C(=O)NC2CCCCC2)C1 (stereo not drawn)	5	6	-6	2	1	1	-1	2
Fc1ccc(N2CCN(Cc3cn[nH]c3-c3ccccc3)CC2)cc1	-3	6	7	5	-10	10	-4	0
COc1cccc(C(=O)NC2CCNCC2)c1	7	-1	8	1	-2	·	4	1
COc1ccc(CNC(=O)C(c2ccc(C)cc2)N(Cc2cccs2)C(=O)c2ccc3c(c2)OCCO3)cc1 (stereo not drawn)	15	-12	-2	17	26	0	-1	-2
Cc1ccc(NC(=O)Nn2cnnc2)cc1Cl	-12	9	-3	8	2	-10	-13	-2
Nc1nnc(SCC(=O)Nc2ccc3nc(SCC(=O)Nc4ccccc4)sc3c2)s1	25	14	-9	-7	-8	2	-13	-6
O=C(Nc1cccc(C(F)(F)F)c1)c1cc(S(=O)(=O)N2CCCCC2)ccc1N1CCOCC1	-3	5	5	17	-10	-4	8	5

Next section.
SMILES	Jurkat NFkB inh	UBC13 inh	CCR6 antagonist	Apaf1 inhib	697 NFkB inh	Gli-Sufu antag	EBI2 antag	SENP8 block
CCc1nccn1S(=O)(=O)c1cccc([N+](=O)[O-])c1	-1	-9	3	-1	-17	18	2	-2
CCc1ccc(CCN2C(=O)c3ccccc3C2=O)nc1	-12	3	15	2	3	-11	-8	-2
O=C(NCc1ccc2c(c1)OCO2)c1ccc(CN2CCOCC2)cc1	-4	-3	-21	-10	3	-4	0	-13
CC1CCCC(NC(=O)c2cc(-c3ccncc3)nc3ccccc23)C1C (stereo not drawn)	-14	-3	-14	25	-17	30	-4	2
COc1ccc(-c2cc(-c3ccc(OC)cc3)[nH]n2)cc1	-69	21	-5	26	-44	-69	17	6
CCOCC(=O)Nc1c(C(=O)Nc2ccc(OC)cc2OC)oc2ccccc12	-1	20	1	-8	19	-13	13	5
O=C(O)CC1CCC(=C(Cl)Cl)C1 (stereo not drawn)	-1	-2	1	3	-35	7	-7	3
CCOC(=O)c1c(C)c(C(=O)NCc2cccnc2)c(C)n1CC	6	18	0	-16	8	1	-10	7
CS(=O)(=O)N1CCN(Cc2cc(=O)n3ccsc3n2)CC1	-1	-2	8	-14	1	-10	-1	-7
Cc1sc(NC(=O)c2ccc(F)cc2)c(CN2CCCCCC2)c1C	-13	6	10	3	-11	-16	-14	12
CSc1cccc(NC(=S)N(CCCN2CCC(C)CC2)Cc2cccs2)c1	-1	15	8	6	-9	7	11	3
Cc1ccc(Cn2c(SCC(N)=O)nc3c2c(=O)n(C)c(=O)n3C)cc1	-12	-3	4	1	3	4	0	-5
CCOc1ccc(CNC(=O)C2CCN(c3nn4c(=O)cc(C)nc4s3)CC2)cc1	6	5	0	4	13	-39	0	5
CCOc1ccc(Br)cc1S(=O)(=O)Nc1nc(CN2CCOCC2)nc2sc(C)c(C)c12	-10	-7	-8	32	0	0	2	-1
CN1CCN(c2nc(-c3ccccn3)nc3ccccc23)CC1	0	-7	7	-4	5	-1	3	-3
COc1ccccc1Cc1nnnn1CC(=O)O	-9	-4	-7	4	4	1	-5	-8
Cc1cc(C)nc(OC(C(=O)O)C(OCC(C)C)(c2ccccc2)c2ccccc2)n1 (stereo not drawn)	-11	-17	-2	6	0	1	9	-13
COc1ccccc1OC(C)C(=O)Nc1ccccc1C(=O)NCC1CCCO1 (stereo not drawn)	-1	6	17	2	8	-1	-6	8
CNS(=O)(=O)c1cccc(C(=O)OCC(=O)c2ccc[nH]2)c1	-11	-7	6	9	-1	5	-7	-7
COc1cc2c(C#CCCO)c(-c3ccsc3)oc(=O)c2cc1OC	-2	21	17	18	-11	-6	36	-19
O=C(Nc1cc([N+](=O)[O-])ccc1Cl)C(Sc1ccccc1)c1ccccc1 (stereo not drawn)	-6	1	15	-1	11	1	21	0
COc1cc2c(cc1NC(=S)Nc1ccccc1C)oc1ccccc12	-16	-5	-9	14	-30	-23	10	-17
O=C(CCS(=O)(=O)c1ccc(F)cc1)Nc1nc(-c2ccccn2)cs1	-6	-18	3	-1	-51	-15	-14	0
CS(=O)(=O)N(CC(=O)NC1CCCC1)Cc1ccc(F)cc1	-3	2	11	1	11	-3	-10	-4
COc1ccc(NC(=O)N2CCCC2C(=O)Nc2cccc(C)c2C)cc1 (stereo not drawn)	2	4	7	2	11	11	9	2

Following part.
SMILES	Jurkat NFkB inh	UBC13 inh	CCR6 antagonist	Apaf1 inhib	697 NFkB inh	Gli-Sufu antag	EBI2 antag	SENP8 block
CCCCCOc1ccc2oc(=O)c3c(c2c1)CCCN3C(=O)CN1CCCC(C(=O)OCC)C1 (stereo not drawn)	12	5	30	38	8	10	8	-7
Cc1cccc(NC(=O)CNc2cc(C)ccc2C)c1	-25	4	5	0	-5	12	21	7
C=C1CCC[C@]2(C)C[C@H]3OC(=O)C(CNC(CC)CO)[C@H]3CC12 (stereo partly drawn)	21	1	-1	14	9	12	0	-7
CCOC(=O)N1CCN(C(=O)C2CCC(=O)N(CCCN3CCCC3=O)C2)CC1 (stereo not drawn)	-3	0	-10	7	8	7	-1	2
CCNS(=O)(=O)c1cc(OC)c(Cl)cc1OC	-5	3	1	-1	-9	2	-1	8
COc1ccccc1N1CCN(S(=O)(=O)c2cc(C(F)(F)F)cc(C(F)(F)F)c2)CC1	10	1	14	-14	18	-7	-4	-1
COc1ccc(OC)c(S(=O)(=O)N/N=C(/C)c2ccc3c(c2)OCO3)c1	20	-3	11	-10	24	40	6	6
C=CCn1c(CCC)nc2ccccc21	16	-6	-6	-15	-1	1	13	-2
CCC(C(=O)NC1CCCC1)N(C(=O)c1snc(C(N)=O)c1N)c1ccc(C)cc1C (stereo not drawn)	-11	30	-5	16	18	-7	-2	-13
CC(=O)NCCN1C(=O)S/C(=C\c2cccs2)C1=O	-1	7	-1	-3	-5	-3	-1	-4
CCOC(=O)N1CCN(C(=O)c2noc(C(C)C)c2[N+](=O)[O-])CC1	0	-2	-15	-6	5	5	1	1
Fc1ccccc1-c1csc(=Nc2cccnc2)n1CCCn1ccnc1	-7	-16	7	20	-65	9	-2	-4
CCOC(=O)CCNC(=O)c1ccc2nc(C3CCCCC3)oc2c1	-5	0	4	6	-71	-11	0	0
COc1ccc(CSCC(=O)N/N=C/c2ccccc2O)cc1	2	7	8	6	-2	-6	0	-2
COC(=O)C1=C(C)NC2=C(C(=O)C(C(=O)OC)C(c3ccc(OC)cc3)C2)C1c1ccccn1 (stereo not drawn)	4	11	-1	6	6	-2	1	-10
CCc1ccccc1NC(=O)CSc1nnc([C@@H](NC(=O)OC(C)(C)C)C(C)C)o1	1	3	-10	-4	28	0	3	-1
CN1CCC(OC(=O)COc2ccccc2)CC1	6	1	-2	0	-3	3	-2	-5
Cc1cccc2cc(CN(Cc3cccs3)C(=S)NCC3CCCO3)c(=O)[nH]c12 (stereo not drawn)	2	-1	4	14	2	11	7	-10
Cc1noc(/C=C/c2ccco2)c1S(=O)(=O)N1CCC(C(=O)N2c3ccccc3CC2C)CC1 (stereo not drawn)	6	-13	20	4	5	-16	-1	4
COc1ccc(OC)c(CN2CCN(C(=O)c3ccco3)CC2)c1	-3	-1	13	-1	8	1	1	-5
O=S(=O)(c1ccc(-c2csc(Nc3ccc(F)cc3)n2)cc1)N1CCCC1	16	1	-3	10	-39	26	-16	-9
NC(=O)[C@@H]1CCOc2c(F)cc([N+](=O)[O-])cc2C(=O)N[C@@H](CO)C(=O)NCC(=O)N1	2	-4	5	7	4	-1	0	-9
C[C@H](CO)N1C[C@H](C)[C@@H](CN(C)C(=O)Nc2ccc3c(c2)OCO3)Oc2ccc(NC(=O)CCC(F)(F)F)cc2C1=O	-1	15	-3	-5	5	-4	-4	0
COc1ccc(-c2nn(-c3ccccc3)cc2CN2CCCO2)c(F)c1	0	-22	11	25	-20	-2	0	-5
